# Screening results as filed in PubChem BioAssay.
# m-calpain inh: inhibitors of pig calpain II, primary screen, biochemical, fluorogenic peptide substrate, 1536-well | purified calpain II, 30 min | inhibition, % at 16 µM | 0.37% of 220,000 active;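 active = inhibition above about 50%, limit read from the data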
# Mdm2 ligase inh: MDM2-luciferase reporter signal enhancers, primary screen, MDM2 E3 ligase inhibitor project, cell-based, luminescence, 1536-well | 0.11% of 210,000 active | E3 ubiquitin-protein ligase Mdm2 (Homo sapiens), Q00987 | cell-based MDM2 ubiquitination luciferase reporter, 2 h; 0 = plate control, 100 = twice control, blank-subtracted | signal enhancement, % at 5 µM | AID 1230, 2008;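 active = signal enhancement of 30% or more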;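 note: luminescence tracks abundance of the self-degrading MDM2-luciferase fusion protein; higher signal means inhibition of MDM2 E3 ligase activity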
# Target sequence (Q00987 whole entry, looked up, the tested form may be a part): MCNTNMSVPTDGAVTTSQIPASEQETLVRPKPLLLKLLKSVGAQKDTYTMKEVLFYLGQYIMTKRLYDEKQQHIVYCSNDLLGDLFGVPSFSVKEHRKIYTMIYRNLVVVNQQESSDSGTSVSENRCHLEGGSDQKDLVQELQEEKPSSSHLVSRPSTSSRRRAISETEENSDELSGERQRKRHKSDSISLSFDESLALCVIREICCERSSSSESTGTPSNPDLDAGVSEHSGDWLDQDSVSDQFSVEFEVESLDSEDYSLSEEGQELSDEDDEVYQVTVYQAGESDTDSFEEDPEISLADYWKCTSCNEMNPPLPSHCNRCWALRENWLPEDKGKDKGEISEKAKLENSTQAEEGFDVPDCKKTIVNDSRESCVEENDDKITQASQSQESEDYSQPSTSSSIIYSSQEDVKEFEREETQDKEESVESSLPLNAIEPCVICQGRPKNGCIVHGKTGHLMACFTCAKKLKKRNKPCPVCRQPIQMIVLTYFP
#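 Material: stable MDM2–luciferase fusion reporter cells / Quantity: 2000 cells/well / Dosing: single 5 µM compound dose, 0.2% final DMSO / Buffer or medium: DMEM / Schedule: 4 h cell settling then 2 h compound exposure, 37 °C / Detection: luminescence with SteadyLite reagent, 15 min at room temperature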
# PERK inhibitor: block of dimerizer-induced PERK translation repression, primary screen, PERK inhibitor project, CHO PERK-DD cells, SEAP luminescence, HTS; Eukaryotic translation initiation factor 2-alpha kinase 3 (Homo sapiens), Q9NZJ5; inhibition, % at 5.6 µM; AID 1416, 2008; 0.17% of 220,000 active; CHO PERK-DD fusion, SEAP luminescence translation reporter;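 active = inhibition above the mean inhibition of all tested compounds plus 3 SD, set separately per screening campaign, cut at about 2.9% in these data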;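 note: PERK kinase domain activated by AP20187 dimerizer at 100 nM; 0% = DMSO with dimerizer and 100% = rapamycin at 8.4 µM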
# Rad51 HR inh: human RAD51 strand exchange inhibitors, primary screen, biochemical, fluorescence | AID 1385, 2008 | 0.085% of 200,000 active | hRad51 DNA strand exchange, fluorescence dequenching | DNA repair protein RAD51 homolog 1 (Homo sapiens), Q06609 | inhibition, % at 10 µM;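 active = inhibition above 40% at the single screening dose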;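 note: 0% = DMSO control wells and 100% = blanks with heterologous ssDNA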
# Target sequence (Q06609 whole entry, looked up): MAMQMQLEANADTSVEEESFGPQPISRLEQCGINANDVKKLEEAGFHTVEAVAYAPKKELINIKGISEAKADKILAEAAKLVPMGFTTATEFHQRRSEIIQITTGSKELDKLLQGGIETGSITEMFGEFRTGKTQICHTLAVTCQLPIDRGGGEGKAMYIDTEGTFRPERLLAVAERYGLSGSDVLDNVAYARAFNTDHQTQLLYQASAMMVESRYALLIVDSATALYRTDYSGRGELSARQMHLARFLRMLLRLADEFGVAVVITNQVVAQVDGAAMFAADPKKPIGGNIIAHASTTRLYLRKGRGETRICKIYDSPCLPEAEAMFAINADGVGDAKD
#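 Test system – preformed human Rad51 ssDNA filaments · Reagent – Donor/quencher-labelled 47-bp dsDNA substrate · Incubation – 37 °C 15-min filament assembly, 30-min compound preincubation, 15-min exchange · Signal – FRET fluorescence dequenching, excitation 485 nm, emission 520 nm · Read-out – percent inhibition from fluorescence, normalised to plate control and blank means · Benchmarks – plate control and blank wells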
# eIF4E-4G inh: eIF4E–eIF4G protein interaction inhibitors, primary screen, biochemical, uHTS, TR-FRET, eIF4GI fragment | AID 782, 2007 | Eukaryotic translation initiation factor 4E (Mus musculus) + Eukaryotic translation … | inhibition, % at 21.7 µM | TR-FRET eIF4E-eIF4GI(517-606) binding, 2 h | 0.37% of 220,000 active;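 active = inhibition above about 30%, limit read from the data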;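 note: 0% = full FRET control wells and 100% = background wells lacking eIF4GI fragment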
# TNF death inh: inhibitors of TNF-alpha triggered necroptosis, primary screen, cell-based, Jurkat FADD-/-, single concentration | activation (protection from cell death), % at 10 µM | Jurkat FADD-/- TNF necroptosis rescue, ATP luminescence, 24 h; 0 = TNF only, 100 = no-TNF cells | AID 463075, 2010 | 0.068% of 220,000 active;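 active = activation, meaning protection from cell death, of at least 50% relative to plate controls; inactive = activation below 50%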;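 note: necroptosis triggered by 40 ng/mL TNF-alpha added together with compound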
# EBV gp42 inh: Epstein-Barr virus gp42 inhibitors, primary screen, biochemical, uHTS, fluorescence polarization; Glycoprotein 42 (Epstein-Barr virus (strain AG876)), Q1HVG2; Fluorescence polarization binding assay, mP read-out; inhibition, % (tested at 21.74 µM); 0.42% of 220,000 active; in the data active = inhibition above about 50%
# Target sequence (Q1HVG2 whole entry, looked up): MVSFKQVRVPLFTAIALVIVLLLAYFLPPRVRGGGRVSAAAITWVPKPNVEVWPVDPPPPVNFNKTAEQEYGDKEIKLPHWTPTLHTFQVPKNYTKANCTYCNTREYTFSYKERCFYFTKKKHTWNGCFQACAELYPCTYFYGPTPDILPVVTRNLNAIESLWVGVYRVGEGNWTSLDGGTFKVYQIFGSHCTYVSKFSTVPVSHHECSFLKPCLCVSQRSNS
# zVAD death inh: inhibitors of zVAD-triggered necroptosis, primary screen, L929 cells. L929 zVAD necroptosis rescue, ATP luminescence, 24 h; with zVAD 60 µM. viability rescue, % at 10 µM. 0.38% of 220,000 active;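 active = activation, scaled between plate controls, above about 75%, limit read from the data; inactive = activation under that limit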;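 note: 0% = zVAD with DMSO and 100% = DMSO alone without zVAD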
# KCC2 mod: KCC2 cotransporter modulators, thallium flux, primary screen, cell-based, HEK293 KCC2, FluoZin-2 fluorescence, MLSMR; Solute carrier family 12 member 5 (Homo sapiens), Q9H2X9; KCC2 cells, thallium flux FluoZin-2 fluorescence; B-score of Tl+ flux slope (higher = more flux/activation; lower = inhibition) at 10 µM; 2.2% of 190,000 active; AID 1456, 2008;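 active = thallium flux slope and its plate-corrected score both differing from the plate sample mean at a set confidence after two filtering rounds, in either direction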;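 note: slope of fluorescence scaled to starting intensity during 10 to 20 s after thallium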
# The depositor's hits bear a star; x = not tested or not shown; [ ] = another dose, or the depositor's remark.
SMILES,m-calpain inh,Mdm2 ligase inh,PERK inhibitor,Rad51 HR inh,eIF4E-4G inh,TNF death inh,EBV gp42 inh,zVAD death inh,KCC2 mod
CCOC(=O)c1cnc2c(C)cccc2c1NCCc1ccc(OC)c(OC)c1,-8,-2,-0.6,5,4,-0.1,8,0.0,x
CC(C)(C)OC(=O)CN1C(=O)C(Sc2n[nH]c(-c3ccccc3)n2)CCc2ccccc21 (configuration not stated),17,1,-1.1,-12,9,-0.2,10,0.1,-0.86
Cc1nc2ccccc2c2oc(C(=O)Nc3ccc4c(c3)OCCO4)cc12,-46,-32,-0.8,7,6,-4.8,-12,0.2,x
CCCCN1C(=S)SC(C)(C)C1/[N+]([O-])=C/c1cccnc1 (configuration not stated),20,-18,-0.1,9,3,0.4,1,0.4,0.55
CCOc1ccccc1N1CCN(C(=O)Nc2ccc(F)c(Cl)c2)CC1,13,-12,0.8,-9,2,-0.1,-1,0.5,x
COc1ccc(C(=O)n2cc(C(=O)c3cc(C)ccc3O)cn2)cc1,-4,1,0.7,13,4,0.0,4,0.6,-2
Clc1ccc(CSCCc2ccncc2)cc1,-4,-16,1.0,x,0,-2.0,-5,-1.1,-2.1
CC1Cc2nc(SCC(=O)Nc3ccc4c(c3)OCO4)n(-c3ccc(F)cc3)c(=O)c2S1 (configuration not stated),-55,-2,x,-2,-20,0.1,-17,-0.7,-0.053
CC(C)(C)n1nc2c(c1NC(=O)c1cccc(C(F)(F)F)c1)CS(=O)C2 (configuration not stated),-20,-2,1.9,26,-2,-0.8,-13,-0.3,-0.45
Cc1ccccc1SCc1noc(C(=O)NCC2CCCO2)c1C(=O)O (configuration not stated),-18,-19,2.4,0,1[fluorescence artefact?],-0.1,-14,-0.1,1
CSc1ccc(-c2nc(CN3CCCCC3c3cccnc3)c(C)o2)cc1 (configuration not stated),-34,-12,0.1,x,-2,0.1,-5,0.1,x
O=C(Nc1ccc2c(c1)OCCO2)c1ccc(Cl)c(S(=O)(=O)N2CCOCC2)c1,17,4,0.4,0,2[fluorescence artefact?],-3.8,-9,-0.8,-0.24
CN(/N=C/c1ccc(O)cc1O)c1ncc(C(F)(F)F)cc1Cl,-17,-8,0.2,x,-3,-5.6,10,-0.5,-0.53
O=c1nc(N2CCOCC2)ccn1Cc1ccc(Br)cc1,-16,3,1.8,-2,1,-1.4,-15,-0.7,0.9
Cc1nnc(SCCn2c(N(C)Cc3ccccc3)nc3c2c(=O)n(C)c(=O)n3C)s1,x,x,-0.5,x,x,-0.3,x,-0.5,-0.28
CCOc1cc(C(c2c(C)[nH][nH]c2=O)c2c(C)[nH][nH]c2=O)ccc1OCc1ccc([N+](=O)[O-])cc1,-48,-18,-0.8,-3,6,-2.2,6,-0.4,-2.1
COC(=O)Nc1ccc(S(=O)(=O)NCCO)cc1,-14,-6,2.2,2,7,0.8,-9,0.3,-0.0087
COc1ccc(/C=N/NC(=O)c2nn(-c3ccc(C)c(C)c3)c(=O)c3ccccc23)cc1,-331,-9,-0.7,x,-9,-13,-7,0.1,0.033
CCCCn1c(N)c(NCCC(C)C)c(=O)[nH]c1=O,23,-11,-1.3,-18,-1,1.7,49,0.9,-0.58
Cn1c(-c2sccc2OCc2cccc(C(F)(F)F)c2)n[nH]c1=S,19,1,1.0,4,-4,-3.1,1,-0.2,1.4
Cc1nc(-c2cccc(NC(=O)Cc3ccccc3)c2)cs1,17,-8,-0.5,6,-2,1.9,-14,13,-1
Nn1cnn(Cc2ccccc2)c1=S,-3,-4,0.7,0,-11,6.2,-12,88*,0.4
Cc1nnc(NC(=O)CCN2C(=O)/C(=C\c3ccccc3)SC2=S)s1,36,-13,0.7,3,1,0.4,-6,-0.1,1.2
Clc1cccc(OCCN2CCN(CCOc3cccc(Cl)c3)CC2)c1,23,-8,-1.2,3,-3,1.7,-8,0.4,0.42
COc1cccc(CNCCNC(=O)c2nonc2N)c1,-14,-18,1.4,-2,8,-0.1,-6,1.5,0.8

# A draw from above in order of heavy-atom count, largest number first:
SMILES,m-calpain inh,Mdm2 ligase inh,PERK inhibitor,Rad51 HR inh,eIF4E-4G inh,TNF death inh,EBV gp42 inh,zVAD death inh,KCC2 mod
COc1ccc(/C=N/NC(=O)c2nn(-c3ccc(C)c(C)c3)c(=O)c3ccccc23)cc1,-331,-9,-0.7,x,-9,-13,-7,0.1,0.033
O=C(Nc1ccc2c(c1)OCCO2)c1ccc(Cl)c(S(=O)(=O)N2CCOCC2)c1,17,4,0.4,0,2[fluorescence artefact?],-3.8,-9,-0.8,-0.24
CSc1ccc(-c2nc(CN3CCCCC3c3cccnc3)c(C)o2)cc1 (configuration not stated),-34,-12,0.1,x,-2,0.1,-5,0.1,x
CC(C)(C)n1nc2c(c1NC(=O)c1cccc(C(F)(F)F)c1)CS(=O)C2 (configuration not stated),-20,-2,1.9,26,-2,-0.8,-13,-0.3,-0.45
Cc1nnc(NC(=O)CCN2C(=O)/C(=C\c3ccccc3)SC2=S)s1,36,-13,0.7,3,1,0.4,-6,-0.1,1.2
Cn1c(-c2sccc2OCc2cccc(C(F)(F)F)c2)n[nH]c1=S,19,1,1.0,4,-4,-3.1,1,-0.2,1.4
Cc1nc(-c2cccc(NC(=O)Cc3ccccc3)c2)cs1,17,-8,-0.5,6,-2,1.9,-14,13,-1
CCCCN1C(=S)SC(C)(C)C1/[N+]([O-])=C/c1cccnc1 (configuration not stated),20,-18,-0.1,9,3,0.4,1,0.4,0.55
CCCCn1c(N)c(NCCC(C)C)c(=O)[nH]c1=O,23,-11,-1.3,-18,-1,1.7,49,0.9,-0.58
COC(=O)Nc1ccc(S(=O)(=O)NCCO)cc1,-14,-6,2.2,2,7,0.8,-9,0.3,-0.0087
Clc1ccc(CSCCc2ccncc2)cc1,-4,-16,1.0,x,0,-2.0,-5,-1.1,-2.1

# Other compounds.
SMILES,m-calpain inh,Mdm2 ligase inh,PERK inhibitor,Rad51 HR inh,eIF4E-4G inh,TNF death inh,EBV gp42 inh,zVAD death inh,KCC2 mod
CCCCn1c(CCn2nc(C)c(Br)c2C)n[nH]c1=S,14,-2,-1.4,6,-1[fluorescence artefact?],-0.6,-5,-0.2,-0.052
CSc1ncccc1C(=O)OCC(=O)NC(C)(C)C,-19,-7,0.2,11,-1,0.0,-6,1.3,-0.0034
O=C(Nc1cccnc1)c1ccc(Cl)c([N+](=O)[O-])c1,2,-12,0.7,12,2,1.5,-4,28,0.15
CC(NC(=S)Nc1ccc(S(=O)(=O)N2CCOCC2)cc1)C1CC2CCC1C2 (configuration not stated),19,10,-0.3,15,-11,5.2,8,1.0,0.5
CC1CCC(NC(=O)Cn2c3c(c(-c4ccccc4Cl)cc2=O)CCC3)CC1 (configuration not stated),-45,-10,0.2,1,-5,-2.8,-6,2.5,-1.7
CN(C)c1ccc(-c2cccc(C3CC=CC4C3C(=O)N(Cc3ccccc3)C4c3ccc(C(F)(F)F)cc3)c2)cc1 (configuration not stated),-44,-3,x,2,-7,-4.0,-32,0.0,-0.27
CSc1ccc(-c2nnn(Cc3ccc(C)cc3)n2)cc1,2,-9,1.0,-2,4,0.6,-11,-0.4,x
CC(C)C(OC(=O)c1ccco1)C(=O)NC1CCCCC1 (configuration not stated),5,-23,0.4,-12,9,-1.2,-8,-0.6,0.78
COC(=O)c1cccc(C23CC4(C2)[C@H](CN(Cc2ccc(C(F)(F)F)cc2)[C@@H]4c2ccccc2)C3c2ccc(Cl)nc2)c1 (some centres not stated),-48,8,x,11,-4,2.6,-27,0.5,0.62
Cc1ccc(S(=O)(=O)NC(=O)c2cc(C)n(CC(c3ccccc3)N(C)C)c2C)cc1 (configuration not stated),18,-18,-0.4,-7,0,1.5,-9,-0.4,1.4
COC(=O)Cn1cnc2sc3c(c2c1=O)CCCC3,-13,-4,2.0,2,3,-0.4,-15,-0.3,x
Cc1nc2oc3ccccc3c(=O)c2c(=O)n1Cc1ccccc1,-6,2,-0.9,-2,5,60*,-27,2.9,x
CN(C)c1ccc(C(CNC(=O)c2ccccc2)c2c[nH]c3ccccc23)cc1 (configuration not stated),-17,-1,-0.3,5,-7[fluorescence artefact?],0.6,-4,0.3,-0.062
N/C(=N\N=C\c1ccc([N+](=O)[O-])cc1)c1nonc1N,-18,-21,3.4*,10,-10,2.1,-10,0.7,-0.47
Cc1ccc2nc(SC(C)C(=O)N3CCCC3)[nH]c2c1 (configuration not stated),13,-2,-0.2,-4,3,-0.1,2,-0.1,x
O=C(NCc1ccco1)C1CC(c2cc(C(F)(F)F)cc(C(F)(F)F)c2)=NO1 (configuration not stated),-14,20,x,0,-3,-10,-12,-0.7,-0.67
O=C1COc2ccc(NC(=O)N3CCN(c4ccc(F)cc4)CC3)cc2N1,18,-16,0.1,1,-5,-2.0,-16,-0.2,-0.88
O=C(CCCn1cc([N+](=O)[O-])cn1)N1CCCCC1,22,-13,0.4,x,5,-0.2,-18,-0.5,0.11
O=C(c1ccco1)N(Cc1ccccc1)Cc1ccccn1,11,-9,-1.0,13,0,-0.5,-2,-0.6,x
CC(C)(C)C(=O)Cn1c[n+](N)cn1,0,-4,0.0,-13,-1[fluorescence artefact?],-1.7,-5,0.0,0.14
Cc1cnc(C(=O)OCC(=O)N(Cc2ccccc2)C(C)C)cn1,25,-2,-1.4,9,0,-0.2,-4,-0.5,0.32
CCc1c(C)sc(NC(=O)C2CCCO2)c1C#N (configuration not stated),-13,0,-0.2,-8,-5,-1.3,-12,-0.6,-0.19

# Two records picked at random from the list so far:
SMILES,m-calpain inh,Mdm2 ligase inh,PERK inhibitor,Rad51 HR inh,eIF4E-4G inh,TNF death inh,EBV gp42 inh,zVAD death inh,KCC2 mod
O=C(NCc1ccco1)C1CC(c2cc(C(F)(F)F)cc(C(F)(F)F)c2)=NO1 (configuration not stated),-14,20,x,0,-3,-10,-12,-0.7,-0.67
N/C(=N\N=C\c1ccc([N+](=O)[O-])cc1)c1nonc1N,-18,-21,3.4*,10,-10,2.1,-10,0.7,-0.47
